AmpC detergent – inhibitors of E. coli AmpC beta-lactamase with detergent | actives 0.041% (n = 370,000) | AmpC hydrolysis of nitrocefin, absorbance 480 nm, 0.01% Triton | Potency, µM (titrated, usually from 114 µM), inactives show top-dose activity change, negative = inhibition, most hits filed as inhibitors | P00811;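 further: potency means the concentration at half of the fitted maximal effect; 0% = no-compound wells and -100% = no-enzyme wells; nearly all actives have a fitted effect of over 25% in size; some results filed as inactive show a strong effect at the top dose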
Target sequence (P00811 whole entry, looked up): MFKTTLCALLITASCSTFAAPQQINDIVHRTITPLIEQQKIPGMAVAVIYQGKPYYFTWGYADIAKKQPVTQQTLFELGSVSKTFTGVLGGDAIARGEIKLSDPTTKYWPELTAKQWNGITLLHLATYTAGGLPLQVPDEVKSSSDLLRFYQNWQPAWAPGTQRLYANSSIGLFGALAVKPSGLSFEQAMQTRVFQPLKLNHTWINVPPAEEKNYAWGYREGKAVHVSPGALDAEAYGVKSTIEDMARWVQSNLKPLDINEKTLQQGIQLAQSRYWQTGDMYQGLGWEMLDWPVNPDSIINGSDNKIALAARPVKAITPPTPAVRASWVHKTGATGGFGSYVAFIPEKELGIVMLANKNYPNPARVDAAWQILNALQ
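AmpC (5.3 nM in the dispensed reagent) in 20 mM phosphate pH 7.0 with 0.01% (detergent screen) or 0.0001% Triton X-100 was preincubated with compounds for 15 min at room temperature. Nitrocefin was then added from an 800 uM solution, and hydrolysis was followed at 480 nm.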
CHX counter – counter-screen hit for Shiga toxin inhibitors, cycloheximide; actives 12% (n = 300,000); max response, %; cell reporter, cycloheximide protein synthesis inhibition counterscreen; in the data active means max response mostly above about 13%, no sharp cut-off; inactive means mostly below about 14%; further: read at 38.3 µM for the half of the compounds with a filed dose; 0% is about no effect
FBPA Giardia inh – blocks Giardia fructose-bisphosphate aldolase activity; Potency, µM (doses to about 59.6 µM), without a hit: at the top dose activity, negative = inhibition, hits mostly inhibitors; purified Giardia FBPA; actives 0.71% (n = 290,000); A8B2U2; AID 2451; further: potency means the concentration at half of the fitted maximal effect; on the % scale 0 is the no-effect control and ±100 the full control effect; nearly all actives have a fitted effect of over 55% in size
Target sequence (A8B2U2 whole entry, looked up): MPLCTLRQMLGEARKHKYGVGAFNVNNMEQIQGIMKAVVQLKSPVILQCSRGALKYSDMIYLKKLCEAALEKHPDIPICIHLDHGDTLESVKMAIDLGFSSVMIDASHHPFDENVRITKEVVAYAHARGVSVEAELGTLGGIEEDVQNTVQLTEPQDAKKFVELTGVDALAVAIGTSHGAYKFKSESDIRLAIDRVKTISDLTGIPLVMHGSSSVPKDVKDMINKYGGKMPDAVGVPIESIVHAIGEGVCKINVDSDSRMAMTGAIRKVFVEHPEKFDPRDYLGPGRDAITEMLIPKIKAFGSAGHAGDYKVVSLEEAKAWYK
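40 nM FBPA preincubated 10 min at RT with compound (up to 57.5 uM final), then substrate plus GAPDH/TPI/NAD/arsenate coupling and diaphorase/resazurin added. Fluorescence read after 20 min at RT, 525/598 nm.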
AmpC no deterg – AmpC beta-lactamase inhibition without detergent | P00811 | AmpC nitrocefin hydrolysis, absorbance 480 nm, 0.0001% Triton | Potency, µM (highest dose often 57.1 µM), for the others: at the top dose activity change, negative = inhibition, actives largely listed as inhibitors | actives 0.52% (n = 330,000) | AID 485341;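 further: potency means the concentration at half of the fitted maximal effect; plate controls were no compound for no effect and no enzyme for full effect; nearly all actives have a fitted effect of over 20% in size; some results filed as inactive show a strong effect at the top dose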
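20 mM phosphate pH 7.0 + 0.01% (detergent screen) or 0.0001% Triton X-100; 5.3 nM AmpC reagent; cpd preinc 15 min RT; nitrocefin (800 uM stock) to start; A480 q20 s × 4 min; Activity was normalised to no-enzyme and no-compound control wells.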
Shiga toxin inh – blocks Shiga toxin action in Vero cells. Vero cells, Shiga toxin protein synthesis inhibition reporter. inhibition, % at 38.7 µM. actives 9.2% (n = 290,000). AID 2315; in the data active means inhibition mostly above about 28%, no sharp cut-off; inactive means mostly below about 43%; further: 0% is about no effect
AMA1 RON2 block – inhibitors of Plasmodium falciparum AMA1-RON2 interaction | AlphaScreen AMA1-biotinylated RON2 peptide binding | Potency, µM (highest dose often 58.2 µM), inactives show at the highest dose activity change, negative = inhibition, hits mostly inhibitors | actives 0.2% (n = 360,000) | AID 720542;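 further: potency means the concentration at half of the fitted maximal effect; 0% = vehicle wells and -100% = peptide control; nearly all actives have a fitted effect of over 45% in size; some results filed as inactive show a strong effect at the top dose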
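AMA1 (3D7) with his tag at 25 nM final met compounds first, then biotinylated RON2 peptide at 25 nM; detection used donor plus acceptor beads, 10 µg/mL apiece, read by AlphaScreen after 30 min at room temperature.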
HCMV antiviral – inhibitors of human cytomegalovirus | activity change, negative = inhibition, % at 57.5 µM | actives 4.5% (n = 410,000) | HFF cells, HCMV-luciferase reporter, 72 h; active compounds read low; in the data active means activity change below about -60%; inconclusive means no clear call, values can overlap the other calls; inactive means above about -39%; further: on the % scale 0 is the no-effect control and ±100 the full control effect
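Steps: HFFs plated, 16 h 37C; compounds added; HCMV-luciferase added to MOI 1 PFU/cell; 72 h 37C; OneGlo reagent, 5 min room temperature; luminescence read, normalized to controls.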
* = called active by the depositor; ? = inconclusive; / = no result given; [ ] = another dose, or the depositor's remark. Unless noted, the call rests on the fitted dose curve; in most records, active means well fitted curve in the direction sought with a large enough effect; inconclusive means small, poorly fitted or top-dose-only effect, or another doubt; inactive means no such curve, though single readings can be large; an effect the other way counts as inactive or inconclusive.

SMILES | AmpC detergent | CHX counter | FBPA Giardia inh | AmpC no deterg | Shiga toxin inh | AMA1 RON2 block | HCMV antiviral
COc1cccc(N2CCN(CC(=O)Nc3nc4c(s3)CC(C)CC4)CC2)c1 (stereo not drawn) | ? | -1.8 | 6.2% | 32.7% | -5.6 | -13.0% | -14.0
CC(=O)Nc1nc(-c2ccccc2)c(-c2ccccc2)o1 | ? | -1.9 | 8.0% | -15.0% | 11.3 | -3.2% | -3.5
CN(C)CCNC(=O)COc1ccc(Cl)cc1Cl | ? | -4.1 | -6.6% | -5.3% | -14.5 | 32.1%[activator] | -7.6
COC(=O)CN(c1ccccc1)S(=O)(=O)c1cc(Br)ccc1OC | 0.4% | 3.1 | -21.3% | 45.6% | 2.6 | -13.1% | -35.1
COc1ccc(NC2=C3CCCC=C3N(c3ccc(OC)cc3)C2=O)cc1 | 2.7% | 4.0 | ? | -32.2% | 13.9 | -10.7% | ?
O=C(CCc1ccccc1)NCCS(=O)(=O)N1CCN(c2ccccc2)CC1 | -10.2% | / | / | 7.9% | / | -4.1% | -11.0
CCOC(=O)c1ccc2c(c1)n(CC)c(C)[n+]2CC | 1.0% | -3.5 | 0.2% | -5.6% | 15.5 | 39.6%[activator] | -1.8
COc1cc(C2NC(=S)NC3=C2C(=O)CCC3)ccc1O (stereo not drawn) | -3.7% | -6.4 | -12.1% | 63.0%[activator] | 14.4 | -6.6% | 16.7
CSC(=CC(=O)c1ccc(F)cc1)SC | -3.0% | 26.2* | -8.9% | -26.3% | 18.3 | -22.9% | 26.0
Cc1ccc(C(=O)N2N=C(c3ccccc3)CC2(O)C(F)(F)F)o1 (stereo not drawn) | 0.8% | -1.9 | 4.0% | 43.0% | 45.0 | -9.0% | -5.6
COc1ccc(S(=O)(=O)Nc2ccccc2C(=O)N2CCCC2)cc1OC | 3.4% | -2.5 | 0.0% | 9.4% | -4.9 | -4.1% | -35.8
O=C(CN1C(=O)NC2(CCc3ccccc32)C1=O)Nc1c(Cl)cccc1Cl (stereo not drawn) | / | / | / | -19.2% | / | 6.6% | -4.7
CCc1ccc(S(=O)(=O)NCCc2cn3ccsc3n2)s1 | -6.5% | 4.8 | 0.2% | -21.7% | -7.8 | -1.1% | -12.2
O=C(Cn1nc(C(F)(F)F)c2c1CCC2)NCc1ccc(F)cc1 | -2.3% | 0.3 | 4.9% | 65.9%[activator] | -2.3 | 2.2% | -0.7
CC1CCCC(NC(=O)CSc2n[nH]c(N)n2)C1C (stereo not drawn) | / | / | / | -23.2% | / | 4.6% | 15.2
O=C(NCc1nnc(SCC(=O)N2CCN(c3ccccc3)CC2)o1)c1ccc(F)cc1 | -1.3% | 1.7 | -8.6% | -9.5% | 10.8 | -8.9% | -4.6
COc1cccc(/C=C2\SC(=S)N(CC3CCCO3)C2=O)c1 (stereo not drawn) | -9.0% | 26.2* | 4.0% | -23.1% | 38.4* | ? | ?
CC1=NN(c2ccc(Cl)c(C(=O)O)c2)C(=O)/C1=C/c1ccc(-c2ccccc2[N+](=O)[O-])o1 | -1.2% | -3.4 | -9.5% | -33.0% | -7.4 | -3.3% | 12.1
CCCCC1CCC(C(=O)N(C)CC(=O)Nc2cccc(OC)c2)CC1 (stereo not drawn) | 1.3% | / | / | 24.5% | / | -8.3% | -8.5
O=C(C1CCN(S(=O)(=O)N2CCC3(CC2)OCCO3)CC1)N1CCCCC1 | ? | -5.2 | 7.2% | -12.4% | -10.9 | -17.5% | -21.8
O=c1c2ccccc2nc(SCc2nc(-c3ccccc3)no2)n1-c1ccc(F)cc1 | ? | 9.7 | -6.8% | -35.5% | -19.5 | 1.5% | /
CC(OC(=O)Cc1c[nH]c2ccccc12)C(=O)NC1CCCCC1C (stereo not drawn) | 2.1% | / | / | 5.0% | / | -1.4% | -0.8
CCn1cc(C2Nc3ccccc3C(=O)N2O)c(C)n1 (stereo not drawn) | 0.8% | 12.1* | -1.7% | ? | 44.0* | -3.4% | 31.4
COc1ccccc1-c1nc(SCC(=O)N(C)c2ccccc2)c2c(=O)n(C)c(=O)n(C)c2n1 | ? | -5.1 | 5.7% | -22.2% | -10.0 | 2.1% | 9.3
CCCCNC(=S)N/N=C/c1ccc(C)s1 | 0.5% | 50.4* | 4.3% | -30.8% | 60.6* | 22.5% | -10.2
CCOc1nc(C)ccc1-c1noc(-c2ccccn2)n1 | -9.8% | 25.8* | -0.4% | 30.7% | 34.4 | 1.0% | -3.2
COCCCn1c(SCC(=O)NCc2ccco2)nc2sc3c(c2c1=O)CCC3 | 1.7% | -5.8 | -0.9% | -9.6% | -37.4 | -13.8% | -33.2
Fc1ccc(NC(=S)Nc2ccccc2N2CCOCC2)cc1Cl | 1.7% | 10.1 | -5.7% | -44.0% | -13.5 | 2.9% | 4.1
CCOC(=O)c1sc2ncn(C(CC)C(=O)OCC)c(=O)c2c1C (stereo not drawn) | 6.0% | 29.5 | 5.7% | 58.0% | 1.7 | 6.8% | -12.2
COc1ccc(CCNCC(=O)Nc2ccc(C)c(S(=O)(=O)N(C)C)c2)cc1 | -12.4% | 0.6 | ? | -11.0%[11.4 µM] | -5.9 | -12.5% | -23.3
N#Cc1ccsc1NC(=O)CN1CCCCC1 | 8.4% | -2.7 | ? | -0.4% | -11.1 | 44.9%[activator] | 44.4
CCN(CC)CCN(Cc1cc2ccc(C)c(C)c2[nH]c1=O)C(=S)NCc1ccco1 | 4.7% | -1.5 | -16.4% | 159.2%[activator] | 7.2 | 1.6% | -77.2*
Cc1nc([N+](=O)[O-])cn1-c1nc2ccccn2c1[N+](=O)[O-] | -4.9% | -1.0 | 6.0% | -7.8% | -4.4 | 0.0% | -30.1
Cc1nn(C)c(C)c1NS(=O)(=O)c1ccc(Cl)s1 | / | / | / | -12.2% | / | 0.9% | 0.0
COc1ccc(CNC(=O)C(=O)NCC2OCCCN2S(=O)(=O)c2cccs2)cc1 (stereo not drawn) | 4.7% | -3.8 | -5.9% | -18.4% | -8.9 | -0.7% | 44.7
CCN1C(=O)c2cccc3c(S(=O)(=O)Nc4ccc(OC)cc4OC)ccc1c23 | 2.3% | 1.1 | 11.2% | 28.3% | 18.1 | -7.6% | -2.5
Cc1cc(NC(=O)CSc2nc3ccsc3c(=O)n2Cc2ccccn2)n[nH]1 | 2.3% | 11.9 | 2.8% | -25.2% | 64.8* | 11.6% | 128.2
COc1cc(-c2noc(C)c2C#Cc2ccsc2)cc(OC)c1OC | -8.8% | -2.9 | -10.4% | 39.3% | -1.8 | 14.2% | -34.0
COc1ccc(CNC(=O)CCC(=O)Nc2nnc(C(F)(F)F)s2)cc1 | -0.8% | -1.9 | 2.0% | -2.2% | -7.0 | 2.8% | 41.8
O=C(NCCCN1CCCC1=O)Nc1ccccc1Cl | 3.2% | 7.1 | / | 2.0% | 19.6 | 0.8% | -10.8
CCOC(=O)Cc1csc(NS(=O)(=O)c2ccc(NC(C)=O)cc2)n1 | -19.2% | -2.1 | 14.1µM* | -17.3% | -7.1 | 10.4% | 17.5
COc1ccc(NC(=O)Cn2c(=O)n(-c3ccccc3)c(=O)c3oc4ccccc4c32)c(OC)c1 | -2.8% | -1.5 | 4.9% | -15.1% | 7.0 | 0.0% | ?
OC[C@H]1NC[C@H](O)[C@@H](O)[C@@H]1O | / | -2.1 | 4.1% | / | 4.1 | / | /
Cc1nc2cc(C(=O)N3CCN(C)CC3)ccc2n1C | -11.7% | 1.7 | -5.2% | -13.7% | -2.6 | -0.3% | 46.1
O=C(COC(=O)c1cccc(Br)c1)NCCNC(=O)COC(=O)c1cccc(Br)c1 | -6.7% | -2.7 | / | -9.7% | -14.5 | 0.3% | 17.5
C/C(=N\Nc1ccc(C(=O)c2c(C)cc3ccccn23)cc1[N+](=O)[O-])c1ccc(O)cc1 | -2.3% | -5.0 | 3.4% | -16.3% | -6.6 | 8.5% | 20.5
Cc1cc(NC(=O)CSc2nnc(CNc3cccc(C(F)(F)F)c3)n2Cc2ccco2)no1 | -11.1% | -9.2 | 1.1% | -11.7% | -10.0 | 7.2% | 4.1
COc1cccc(C(=O)Oc2cc(N)n(S(=O)(=O)c3ccc(C)cc3)n2)c1OC | -8.2% | 1.3 | 0.2% | -32.2% | -10.0 | -5.1% | -20.4
O=C(C1CCCO1)N1CCN(C(=S)Nc2cc(F)cc(F)c2)CC1 (stereo not drawn) | -13.6% | -1.4 | -13.5% | -5.6% | -8.3 | 32.4%[activator] | 14.7
COc1cccc(-c2cc(C(=O)N3CCc4ccccc4C3)[nH]n2)c1 | -1.2% | 26.4* | 2.2% | -23.9% | 38.1* | 15.8% | -33.5

Other structures:
SMILES | AmpC detergent | CHX counter | FBPA Giardia inh | AmpC no deterg | Shiga toxin inh | AMA1 RON2 block | HCMV antiviral
O=C(Nc1cccnc1)OC1CCCCC1 | 0.5% | 18.7* | 3.7% | 6.5% | 35.7 | 6.2% | -0.6
c1ccc2[nH]c(SCc3cn4cccnc4n3)nc2c1 | 4.0% | -2.7 | ? | -17.2% | -5.4 | 0.9% | -20.9
Cc1ccc(NC(=O)CN(C)C(=O)CSc2nc(C)cc(C)n2)cc1 | ? | / | / | 11.5% | / | 1.8% | -33.1
COc1ccc(CC(=O)Nc2ccccc2N2CCCC2)cc1 | 1.7% | 1.1 | / | -10.6% | -6.5 | -16.2% | 9.8
CC(=O)Nc1ccc(NC(=O)CSc2ccc3nnc(-c4ccccn4)n3n2)cc1 | 0.6% | 0.6 | / | 65.1% | -5.2 | ? | -26.6
C[C@@H]1CC[C@@]23COC(=O)C2=CCC[C@@H]3[C@@]1(C)CC/C(=C/CO)CO | -4.8% | / | / | 70.8%[activator] | / | -1.8% | ?
c1ccc2c(c1)CCCn1nnnc1-2 | -6.4% | -5.1 | 0.4% | -27.4% | -14.9 | 60.3%[activator] | 2.6
CC1CCN(C(=O)c2ccc(S(=O)(=O)Cc3ccccc3F)c([N+](=O)[O-])c2)CC1 | -2.0% | -5.0 | 2.6% | -17.3% | -13.3 | 2.5% | -75.7*
Cc1ccc(NC(=O)CCCCCN2C(=O)[C@@H]3Cc4ccccc4CN3C2=O)cc1 | 0.8% | 5.1 | / | 59.2% | 19.3 | -11.3% | ?

No new results follow: four of the compounds above.
SMILES | AmpC detergent | CHX counter | FBPA Giardia inh | AmpC no deterg | Shiga toxin inh | AMA1 RON2 block | HCMV antiviral
COc1ccc(CC(=O)Nc2ccccc2N2CCCC2)cc1 | 1.7% | 1.1 | / | -10.6% | -6.5 | -16.2% | 9.8
CC(=O)Nc1ccc(NC(=O)CSc2ccc3nnc(-c4ccccn4)n3n2)cc1 | 0.6% | 0.6 | / | 65.1% | -5.2 | ? | -26.6
C[C@@H]1CC[C@@]23COC(=O)C2=CCC[C@@H]3[C@@]1(C)CC/C(=C/CO)CO | -4.8% | / | / | 70.8%[activator] | / | -1.8% | ?
c1ccc2c(c1)CCCn1nnnc1-2 | -6.4% | -5.1 | 0.4% | -27.4% | -14.9 | 60.3%[activator] | 2.6

Compound activity from PubChem BioAssay.
